tim23-1 inh: inhibits growth of tim23-1 mutant yeast; S. cerevisiae tim23-1 growth, BacTiter-Glo luminescence, 24 h; inhibition, % at 20 µM; actives 1.3% (n = 330,000); AID 463212;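 active = growth inhibition of the mutant yeast at or above 50%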;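 note: temperature-sensitive mutant grown at 25 °C; plate controls were DMSO-treated mutant yeast for no effect and medium wells lacking yeast for full effect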
TIM10 inh: TIM10 yeast growth inhibition; S. cerevisiae TIM10 strain growth, BacTiter-Glo luminescence, 24 h; inhibition, % at 10 µM; actives 1.4% (n = 330,000); AID 463195;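 active = inhibition of 40% or more at the single tested concentration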;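 note: wild-type TIM10 isogenic control strain grown at permissive 25 °C; 0% = DMSO yeast wells and 100% = minimal medium wells without yeast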
UPR XBP1 act: adaptive UPR (XBP1) activation | activation, % at 20 µM | actives 0.33% (n = 330,000) | CHO-XBP1 luciferase reporter, IRE1-XBP1 UPR activation, luminescence; percent of tunicamycin response, DMSO as zero;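 active = versus positive control, 20 µM dose yields 30% or more activation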;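 note: 100% = tunicamycin at 10 µg/mL and 0% = DMSO only wells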
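Material – CHO cell line with stable XBP1 luciferase reporter · Buffer or medium – F12 plus 10% FBS · Compound – single point, 20 µM final compound, 1% DMSO · Schedule – 16-18 h cell attachment at 37 °C, then 6 h compound exposure · Signal – Steady-Glo luminescence read · Benchmarks – high control tunicamycin 10 µg/mL final, low control DMSO vehicle only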
Mdm2 MdmX PPI: inhibitors of human Mdm2/MdmX interaction; O15151+Q00987; actives 3% (n = 330,000); inhibition, % at 8 µM; SaOS-2 split-luciferase Mdm2/MdmX complementation, luminescence;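 active = inhibition of at least 50% at 8 µM in the primary screen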
tim10-1 inh: inhibits growth of tim10-1 mutant yeast; S. cerevisiae tim10-1 ts strain growth, BacTiter-Glo, 24 h; inhibition, % at 20 µM; actives 2.2% (n = 330,000); AID 463190;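 active = inhibition of at least 40%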;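 note: mutant grown at 25 °C; 0% = DMSO wells with yeast and 100% = wells holding no yeast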
APJ ag: activates the human apelin receptor APJ | actives 0.11% (n = 330,000) | activation, % at 20 µM | AID 2520 | CHO-K1 APJ PathHunter beta-arrestin, luminescence; 0% DMSO wells, 100% apelin;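 active = activation more than six SD over the plate average, tested at 20 µM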;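 note: 0% = DMSO alone and 100% = apelin-13 at 10 nM; some results filed as inactive read as strong as hits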
Target sequence (P35414 whole entry, looked up): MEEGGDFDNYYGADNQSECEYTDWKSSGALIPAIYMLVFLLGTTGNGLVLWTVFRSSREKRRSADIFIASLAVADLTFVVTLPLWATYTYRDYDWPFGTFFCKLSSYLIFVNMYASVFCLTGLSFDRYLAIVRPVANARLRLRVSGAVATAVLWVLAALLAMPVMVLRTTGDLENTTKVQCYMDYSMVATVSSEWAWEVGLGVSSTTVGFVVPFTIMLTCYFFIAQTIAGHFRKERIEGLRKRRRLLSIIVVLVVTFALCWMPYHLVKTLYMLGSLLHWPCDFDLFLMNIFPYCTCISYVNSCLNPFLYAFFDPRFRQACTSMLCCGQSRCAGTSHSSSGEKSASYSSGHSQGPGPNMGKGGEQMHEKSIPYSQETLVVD
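Material: CHO-K1 APJ beta-arrestin complementation cell line; Input: cell density 1000 per well; Incubation: compound stimulation 90 min at 25 °C, detection 60 min; Signal: luminescence from split beta-galactosidase complementation, Galacton Star/Emerald II substrate; Controls: DMSO-only wells as negative, 10 nM Apelin-13 as positive control.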
APJ antagonist: antagonists of human APJ apelin receptor | P35414 | CHO-K1 APJ beta-arrestin complementation, luminescence | inhibition, % at 20 µM | actives 0.32% (n = 330,000);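 active = inhibition above about 40% at 20 µM, limit read from the data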;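 note: cells challenged with 10 nM apelin-13 agonist together with compound; plate controls were apelin-13 plus DMSO wells for no effect and DMSO wells lacking apelin-13 for full effect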
CHOP UPR activ: apoptotic UPR (CHOP) activation | CHO-CHOP luciferase reporter, luminescence; percent of tunicamycin response over DMSO baseline | actives 0.34% (n = 330,000) | activation, % at 10 µM;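 active = at 10 µM dose, activation of 40% or more, normalized to positive control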;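 note: 100% = tunicamycin at 10 µg/mL and 0% = DMSO alone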
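System: CHO-CHOP luciferase reporter cell line | Buffer or medium: F12 medium containing 10% fetal bovine serum | Doses: One dose, 10 µM in 0.5% DMSO | Times: 6 h compound exposure at 37 °C after overnight seeding | Signal: Luciferase luminescence | Read-out: % activation vs tunicamycin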
CXCR6 inh: blocks human CXCR6 beta-arrestin recruitment; O00574; CHO-K1 PathHunter CXCR6 beta-arrestin, luminescence; inhibition, % at 20 µM; actives 0.36% (n = 360,000); AID 602244; in the data active = inhibition above about 34%, passing the limit was not always enough;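 note: antagonist mode with CXCL16 agonist at 10 nM final; 0% = 10 nM CXCL16 with DMSO and 100% = unstimulated wells without agonist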
Target sequence (O00574 whole entry, looked up): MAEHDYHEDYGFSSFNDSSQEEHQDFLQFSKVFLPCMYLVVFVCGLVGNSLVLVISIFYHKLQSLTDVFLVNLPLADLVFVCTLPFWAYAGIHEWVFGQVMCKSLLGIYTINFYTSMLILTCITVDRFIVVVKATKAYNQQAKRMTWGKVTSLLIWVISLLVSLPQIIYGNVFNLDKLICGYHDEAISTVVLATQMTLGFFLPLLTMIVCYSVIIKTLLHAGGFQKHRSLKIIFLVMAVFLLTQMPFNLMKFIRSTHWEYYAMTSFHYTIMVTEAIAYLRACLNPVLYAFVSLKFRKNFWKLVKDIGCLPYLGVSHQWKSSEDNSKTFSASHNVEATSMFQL
Active calls of the source: *; . = not tested or not shown. Not all compounds are listed; rates above refer to the full screens.

The line under a structure holds: tim23-1 inh, TIM10 inh, UPR XBP1 act, Mdm2 MdmX PPI, tim10-1 inh, APJ ag, APJ antagonist, CHOP UPR activ, CXCR6 inh
> CCCCn1c(NCc2ccc(N(C)C)cc2)nc2ccccc21
    19, 26, 0, 4, 12, -1, 10, 2.3, -3
> CCCc1ccc(OCCNC(=O)CC)cc1
    17, 0, -3, 27, 12, -3, -1, -0.9, -3
> CS(=O)(=O)N1CCC(C(=O)NNC(=O)Nc2ccc(F)c(Cl)c2)CC1
    -2, -1, 1, 10, -23, 0, -4, 2.3, -3
> Cc1ccc(C(=O)OCC(=O)NN2C(=O)NC3(CCC(C)CC3)C2=O)cc1 (stereo not drawn)
    7, -4, -2, -11, -6, 7, 5, -0.2, 5
> CCOC(=O)c1c(C)[nH]c(C)c1S(=O)(=O)NCCCN1CCOCC1
    2, 0, 0, 19, -1, -2, 14, 0.4, -1
> O=C(Nc1ccc(CN2CCOCC2)cc1)c1ccc(-c2cccc([N+](=O)[O-])c2)o1
    11, -18, 1, 32, 8, 2, 1, 0.3, -11
> O=C(CSc1ncn[nH]1)Nc1ccc(S(=O)(=O)N2CCCC2)cc1
    -6, 4, -2, 12, 3, -3, 9, -0.7, -2
> COc1ccccc1NC(=O)Cn1c(=O)sc2ccccc21
    6, 7, -2, 11, 4, -6, -23, -3.7, 3
> COc1ccc2nc(NC(=O)CN3CCN(C)CC3)sc2c1
    7, -2, -2, 9, 0, -3, -12, 4.2, -12
> O=C(C1=C[C@H](c2ccc(C(F)(F)F)cc2)C[C@H](OCCCCO)O1)N1CCOCC1
    9, 10, -2, -25, -4, 1, 3, 0.0, 6
> NC(=O)CNC(=O)C1CCCc2c1[nH]c1ccc(Cl)cc21 (stereo not drawn)
    4, -1, 0, 7, 8, 0, -23, 1.6, -4
> CCCc1cc(=O)oc2c(C)c(OCC(=O)N3CCC(C(N)=O)CC3)ccc12
    5, -7, 1, 15, -3, 1, -15, -0.1, -8
> Cc1ccc(-c2nn(-c3ccccc3)cc2/C=C2\SC(=S)N(CCCCCC(=O)O)C2=O)o1
    25, -13, 8, 34, 19, 0, 18, 1.7, 14
> COc1ccc(-c2c(C)cc3oc(=O)cc(-c4ccccc4)c3c2C)cc1F
    36, -9, -2, 3, 6, ., ., 1.5, 18
> CC(Oc1ccccc1)C(=O)N=C1SC2CS(=O)(=O)CC2N1Cc1ccccc1 (stereo not drawn)
    11, -2, -13, 11, -6, 0, 7, -0.7, 1

Reprinted from the part before: 2 compounds; new compounds follow.
The line under a structure holds: tim23-1 inh, TIM10 inh, UPR XBP1 act, Mdm2 MdmX PPI, tim10-1 inh, APJ ag, APJ antagonist, CHOP UPR activ, CXCR6 inh
> COc1ccc(-c2c(C)cc3oc(=O)cc(-c4ccccc4)c3c2C)cc1F
    36, -9, -2, 3, 6, ., ., 1.5, 18
> CC(Oc1ccccc1)C(=O)N=C1SC2CS(=O)(=O)CC2N1Cc1ccccc1 (stereo not drawn)
    11, -2, -13, 11, -6, 0, 7, -0.7, 1
> Cc1ccc(Cl)c(OC(=O)C2CSC3(C)CCC(=O)N23)c1 (stereo not drawn)
    40, 27, 5, 14, 40*, 1, 10, 4.3, 0
> CCc1ccc(NC(=O)c2nc(S(=O)(=O)Cc3ccccc3)ncc2Cl)cc1
    66*, -1, -10, 99*, -105, 1, -9, -11, 82*
> CCN(CC)S(=O)(=O)c1ccc(=O)[nH]c1
    -3, 3, 4, 6, 1, -2, 7, -0.8, -4
> Cc1nnc(NC(=O)C2CCCN2S(=O)(=O)c2ccc(Cl)cc2)s1 (stereo not drawn)
    5, 7, 1, -33, 8, 0, 2, 1.3, -2
> CCO[C@H]1OC(C(=O)NC2CC2)=C[C@@H](c2coc3ccccc3c2=O)[C@@H]1CCCO
    4, 2, -1, -18, -25, 7, -44, 0.6, -5
> COC(=O)[C@H](CC(C)C)NC(=O)Nc1ccc2c(c1)OCCO2
    21, 9, -4, 11, 6, 0, -20, -3.8, 0
> O=C(O)c1ccnc(C(=O)O)c1
    -3, 4, -3, 2, 9, -4, 6, -0.1, 0
> Cc1[nH]c(C)c2c(=O)[nH]ncc12
    16, -9, 1, 3, -20, -5, 14, 0.4, 2
> Cc1ccc(C2NC(=NCc3ccccc3)Nc3nc(C)cc(=O)n32)cc1 (stereo not drawn)
    -8, 11, 0, 15, 10, 1, 11, 1.1, -10
> Cc1nn(C)c(C)c1NC(=O)c1ccnn1C
    8, -1, -2, 13, 7, 1, 10, 1.9, -3
> CCOc1cc(CNCc2cccs2)ccc1OCC(=O)NC(C)(C)C
    1, -13, -4, 13, -11, -3, -13, -0.7, 2
> Clc1ccccc1N1CCN(Cc2ccc(Br)o2)CC1
    23, 11, -1, -5, 8, -1, 6, 1.5, -6
> O=C(O)CC1=C(O)C(=O)N(c2ccccc2)C1c1ccccc1 (stereo not drawn)
    18, 21, -1, -17, 25, -2, -5, -0.6, -4
> Cc1ccc(S(=O)(=O)/N=C2/NC(=O)/C(=C/c3ccc(Br)o3)S2)cc1
    21, 5, -1, -4, 19, 0, -19, -0.1, 8
> CC(=O)Nc1cccc(CCc2nc3ccccc3[nH]2)c1
    -5, -2, -2, 4, -9, -4, 6, 0.7, -9

(continued)
The line under a structure holds: tim23-1 inh, TIM10 inh, UPR XBP1 act, Mdm2 MdmX PPI, tim10-1 inh, APJ ag, APJ antagonist, CHOP UPR activ, CXCR6 inh
> Cc1ccc(-c2cc(C(=O)Nc3ccccc3C)c3ccccc3n2)o1
    14, 9, -3, -21, 49*, -5, -3, -0.3, 20
> Cc1ccc(-n2c(C)cc(/C=N/NC(=O)CC3(C)OCCO3)c2C)cc1
    13, 8, 5, 10, 16, -3, 17, 1.9, -3
> O=C(NCCc1ccccc1)c1c(O)c2cccc3c2n(c1=O)CC3
    17, -4, 4, 18, 22, -2, 4, -2.2, 2
> CCCCCC1CC(CC(=O)Nc2nncs2)C(=O)O1 (stereo not drawn)
    44, 45*, 0, -11, 40, -3, 5, 1.5, -9
> CCC(=O)Nc1cc(C(=O)OCc2ccc(C(=O)Oc3ccccc3)cc2)ccc1C
    -18, -8, 0, -11, 0, -1, -11, 3.9, -6
> CC(=O)Nc1ccc(S(=O)(=O)NCCC(=O)OC(C)C(=O)c2ccc(C)cc2)cc1 (stereo not drawn)
    -1, 12, -7, 3, -4, 6, -9, 0.0, -5
> CCN(CC)S(=O)(=O)c1cccc(C(=O)OCC(=O)c2ccc3c(c2)OCCO3)c1
    30, 10, -1, 19, 33, -1, -10, 1.5, -6
> O=C(OCC(=O)N1CCN(c2ccccc2)CC1)c1ccc2ccccc2n1
    14, -9, -2, 19, 3, -1, -2, -0.4, -2
> CCCCCCc1c(C)[nH]c2nc3ccccc3n2c1=O
    -3, 8, -4, 16, 17, -3, 6, -1.0, 3
> COc1ccc(C(=O)COC(=O)c2sccc2C)cc1OC
    15, 12, 6, 13, 10, -3, 0, 7.2, 8
> Cc1nn(C)c(Cl)c1NC(=O)OCc1ccc(F)cc1
    14, 1, 1, 8, 10, -1, 17, -2.4, -10
> Cc1ccc(OCc2cc(C(=O)Nc3ccccc3)oc2C)cc1
    32, 4, 2, 19, -17, -3, 17, 3.3, -8
> Cc1cc(C)c(S(=O)(=O)N(C)CC(=O)NCCN2CCOCC2)c(C)c1
    10, -4, -4, -1, 4, -4, 4, 1.5, 8
> CCN(CC)C(=O)C1CCCN(c2ccccc2[N+](=O)[O-])C1 (stereo not drawn)
    14, 17, -3, -14, 17, -4, -10, 2.3, -4
> CCc1nc(SCC(=O)Nc2cc(C)on2)n[nH]1
    8, 2, -4, -9, 4, 1, 7, 1.7, 2

Further structures follow:
The line under a structure holds: tim23-1 inh, TIM10 inh, UPR XBP1 act, Mdm2 MdmX PPI, tim10-1 inh, APJ ag, APJ antagonist, CHOP UPR activ, CXCR6 inh
> CCOC(=O)N1CCN(CCc2ccccc2)CC1
    -2, -1, -7, 20, 15, 0, -6, 0.9, 1
> Cc1ccc2nc(-c3ccc(NC(=O)C4CCCO4)cc3)[nH]c2c1 (stereo not drawn)
    2, 1, -3, -122, -3, 0, -9, -3.1, 2
> Cc1cc(NC(=S)NC(=O)/C=C/c2ccc(S(=O)(=O)N3CCOCC3)cc2)ccc1Br
    15, 30, 0, 48, 38, -3, 22, 4.6, 26
> CC(C)(C)c1ccc(-c2nc(C#N)c(NCc3ccncc3)o2)cc1
    32, 16, 2, -57, 32, -1, -24, 2.4, 0
> O=C1c2ccccc2C(=O)N1CCCCc1cn(C[C@H]2CC[C@@H]([C@@H]3CC[C@H](Cn4cc(CCCCN5C(=O)c6ccccc6C5=O)nn4)O3)O2)nn1
    0, -1, -2, 17, -9, 0, -8, -1.9, -3
> Cc1cc(C)c(C(N)=O)c(NC(=O)Nc2ccccc2Cl)n1
    7, 13, 2, 22, 25, 0, -22, 1.2, 6
> CCCN(C(=O)c1cc(C)ccc1C)c1c(N)n(Cc2ccccc2)c(=O)[nH]c1=O
    10, 12, 2, 6, 8, -5, 14, -1.2, -3
> COCCn1cnnc1SCC(=O)Nc1ccc(N2CCCCC2)cc1
    -3, -1, -2, 4, -10, 1, 13, 0.3, -3
> CSc1nnc([C@H](Cc2c[nH]c3ccccc23)NC(=O)OC(C)(C)C)o1
    7, 4, 1, -6, 11, 0, -16, 0.1, 3
> O=C(CCNC(=O)c1ccco1)Nc1ccc(OC(F)F)cc1
    -4, -1, -2, 5, -24, 4, 6, -0.5, 6
> CCCOc1ccc(N2CC(C(=O)Nc3ccccc3C(=O)NC)CC2=O)cc1 (stereo not drawn)
    -2, 1, -2, 16, 4, -1, 10, 2.8, 0
> CCCCC(=O)Nc1sc2c(c1C(=O)OCC)CCC(C=O)=C2Cl
    32, -4, 33*, 29, 20, 4, -58, 63*, 8
> CCOC(=O)c1cc2c(=O)n3cccc(C)c3nc2n(CCOC)c1=NC(C)=O
    14, 11, -3, -12, 8, -2, 15, 0.1, -1
> Cc1ccc(S(=O)(=O)/N=C(/Nc2c(C)n(C)n(-c3ccccc3)c2=O)c2ccccc2)cc1
    1, 8, -3, 24, -9, -1, 5, -0.6, -7
> Cc1cccc(C)c1OCc1cc(C(=O)N2CCN(C3CCCC3)CC2)no1
    12, 3, -4, -16, 10, 1, -1, 5.5, 1
